SIAH1 antagonists – Siah-1 peptide-binding antagonists, primary screen, biochemical, fluorescence polarization, rhodamine-plectin, uHTS (AID 1817); Siah-1 / rhodamine-plectin peptide fluorescence polarization; higher % means a stronger effect; displacement, % at 20 µM; hits with a dose series show IC50 in µM; 290,000 tested, 0.02% active;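 active = displacement of at least 50% at 20 µM, with a fluorescence ratio check between 0.3 and a set limit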;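 also: plate controls were Siah plus tracer with DMSO for no effect and tracer alone without Siah for full effect; strong numbers were not always called active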
P. falciparum M17LAP – P. falciparum M17LAP inhibitors, primary screen, biochemical, fluorogenic H-Leu-NHMec substrate, 1536-well (AID 1619); recombinant M17LAP, H-Leu-NHMec fluorogenic kinetic assay; higher % means a stronger effect; inhibition, % at 30 µM; hits with a dose series show IC50 in µM; 220,000 tested, 0.38% active;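 active = compound inhibiting the enzyme by more than half at any dose during confirmatory dose-response retesting; inconclusive = strong single-dose inhibitors picked by rank but not retested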;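 also: plate controls were full reaction with DMSO carrier for no effect and no enzyme background for full effect; strong numbers were not always called active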
LYP phosphatase – inhibitors of LYP phosphatase, biochemical, fluorescence intensity, uHTS (AID 1779) | recombinant LYP phosphatase, fluorescence intensity; higher % means a stronger effect | one-dose inhibition, % at 11.5 µM; IC50 in µM for titrated hits | 290,000 tested, 0.054% active;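 also: plate controls were vehicle with enzyme for no effect and no enzyme for full effect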
Hep lipid drop – hepatic lipid droplet formation modulation | AML12 mouse hepatocytes, oleate lipid droplets, BODIPY imaging | inhibition, % at 6.5 µM | 240,000 tested, 0.4% active | AID 1656;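 active = lipid droplet intensity inhibited by at least 50%, with more than 500 cells counted; inconclusive = wells with under 300 cells, treated as cytotoxic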
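Assay system: AML12 mouse liver cells | Compound dosing: One dose, 6.5 µM compound | Read-out basis: Droplet intensity reduction, % inhibition | Measured by: Fluorescence imaging, 20x objective, two fields per well | Schedule: Overnight treatment with compound plus oleate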
AID2073 – disruptors of CaV2.2 binding to Mint1 – biochemical, HTRF (AID 2073); inhibition, % at 20 µM, or IC50 in µM where a hit was titrated; HTRF protein-protein interaction, Mint1-CaV2.2; higher % means a stronger effect; 290,000 tested, 0.19% active; in the data active = inhibition mostly above about 51%, no sharp cut-off; inconclusive = no clear call, values can overlap the other calls; inactive = mostly below about 53%; also: some results filed as inactive read as strong as hits
M1AAP inhibition – P. falciparum M1AAP inhibitors, biochemical, fluorogenic H-Leu-NHMec substrate, 1536-well (AID 1445) | recombinant M1AAP, H-Leu-NHMec fluorogenic kinetic assay; higher % means a stronger effect | inhibition, % at 30 µM, or IC50 in µM where a hit was titrated | 220,000 tested, 0.42% active;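 active = primary inhibition above the hit cutoff, then over 50% inhibition at one or more dose response concentrations, cut at about 23% in these data, passing the limit was not always enough; inconclusive = conflicting primary data, or primary hits not chosen for dose response; inactive = low primary inhibition, or under 50% at every dose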;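 also: plate controls were DMSO full reaction for no effect and no enzyme background for full effect; strong numbers were not always called active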
XIAP displacement – XIAP antagonists, biochemical, IAP family, fluorescence polarization (AID 1018); XIAP BIR domain, fluorescence polarization peptide displacement; higher % means a stronger effect; displacement, % at 20 µM, or IC50 in µM where a hit was titrated; 200,000 tested, 0.007% active; in the data active = displacement above about 50%; also: a part of the inactive calls stands beside numbers as strong as those of hits
NOD2 inhibition – inhibition of NOD2-driven NF-kB reporter – cell-based, luminescence, uHTS, HEK293 (AID 1566); 290,000 tested, 0.63% active; inhibition, % at 4 µM, or EC50 in µM where a hit was titrated; HEK293 NOD2/NF-kB luciferase reporter, luminescence; higher % means a stronger effect; also: many of its hits are not listed in these tables
ER stress rescue – protection against thapsigargin-triggered cell killing – 384-well, CSM14.1, ATP luminescence, primary screen (AID 1222); CSM14.1 thapsigargin-induced death rescue, ATP luminescence; higher % means a stronger effect; cellular ATP content (survival), % at 20 µM; hits with a dose series show EC50 in µM; 190,000 tested, under 10 active;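 active = EC50 below 50 µM in the dose-response confirmation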;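 also: death triggered by thapsigargin at about 15 µM added after 2 h compound pretreatment; cell ATP read after overnight thapsigargin exposure of roughly 18 to 22 hours; normalized against plate controls of thapsigargin alone and 5% DMSO vehicle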
Hep lipid drop cells 6.5 µM – also measured in Hep lipid drop; calls as there; cell count; measured here: cell count, cytotoxicity flag;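 cells counted across two imaged fields per well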
* marks the source's active call; other numbers are inactive results; ? = inconclusive; . = not tested or not shown. Rule as the data show it, unless noted: active = inhibition above about 50%; inactive = the rest. This is a subset; count on the stated rates, not on these rows.

Below each SMILES: SIAH1 antagonists | P. falciparum M17LAP | LYP phosphatase | Hep lipid drop | Hep lipid drop cells 6.5 µM | AID2073 | M1AAP inhibition | XIAP displacement | NOD2 inhibition | ER stress rescue
> O=C(c1cc2ccccc2o1)N1CCC(N2CCC(C(=O)N3CCCC3)CC2)CC1
    2.3% | -1.1% | -3.9% | 0.2 | 640 | 6.5% | -1.4% | -1.1% | -0.2% | -1.1%
> COc1ccccc1N1C(C)=CC(=C(C#N)c2nc3ccccc3s2)C=C1C
    3.4% | -6.3% | 5.6% | -6.5 | 538 | 17.5% | 3.0% | -0.3% | 13.1% | 4.1%
> CN1CCN(C(=O)CSc2nc3ccc(NC(=O)c4ccccc4F)cc3s2)CC1
    3.5% | 8.7% | 3.7% | -1.2 | 731 | 9.1% | 1.1% | . | -6.0% | .
> COc1cc(C)c(C(C)C)cc1S(=O)(=O)N1CCOCC1
    -1.7% | 10.4% | 0.2% | . | . | -0.8% | 6.8% | -3.6% | 4.4% | .
> CCOC(=O)c1cc(NC(=O)COC)ccc1O
    -8.7% | 10.6% | -9.8% | -1.7 | 683 | -3.1% | 1.2% | -5.8% | 3.5% | 0.1%
> Cc1nc2ccccn2c1C(=O)NCc1cccnc1
    1.1% | 6.3% | -4.3% | . | . | 0.4% | -2.8% | -4.8% | 11.9% | -0.3%
> COc1ccc(CCNC(=O)COC(=O)c2cccs2)cc1OC
    6.3% | . | -11.1% | -4.9 | 823 | -1.6% | . | . | -0.7% | .
> OC(COCc1ccc(Cl)cc1)CN1CCc2ccccc2C1 (stereo unspecified)
    9.3% | 5.9% | -7.4% | -21.7 | 615 | -0.5% | 0.4% | -3.3% | 38.5% | 10.7%
> O=C1CC(C(F)(F)C(F)(F)C(F)(F)C(F)F)=Nc2ccccc2N1
    -1.7% | -4.9% | 2.3% | . | . | ? | 10.2% | -7.3% | 15.1% | .
> COc1cc2c(cc1OC)C(c1cc(C)ccc1C)CC(=O)N2 (stereo unspecified)
    0.4% | . | 2.6% | 2.9 | 803 | -1.9% | . | . | -4.8% | .
> COC(=O)C1=C(C)NC(C)=C(C(=O)OC)C1c1ccc(-c2cccc([N+](=O)[O-])c2)o1
    15.3% | -1.8% | 1.7% | -6.1 | 671 | 5.9% | 7.6% | . | 39.5% | .
> Cc1[nH]c(C)c(S(=O)(=O)N2CCN(c3cccc(C(F)(F)F)c3)CC2)c1C(=O)N1CCCC1
    -2.0% | . | 0.7% | -28.8 | 670 | 0.5% | . | . | 7.2% | .
> Cc1c(CC(=O)N2CCN(C(=O)C3COc4ccccc4O3)CC2)c(=O)oc2c(O)c(O)ccc12 (stereo unspecified)
    6.1% | . | -7.3% | -1.6 | 727 | -9.8% | . | . | 12.6% | .
> NC(=O)[C@@H]1CCCN1Cc1nc(-c2cccs2)no1
    0.4% | -3.7% | -9.8% | 5.4 | 764 | 7.6% | 7.3% | -4.8% | 6.0% | 1.6%
> COc1ccc(C(CC(=O)Nc2ncccc2C)N2Cc3ccccc3C2=O)cc1 (stereo unspecified)
    -2.1% | . | -14.4% | 2.7 | 844 | 9.4% | . | . | 7.9% | .
> O=C(CNCCC1=CCCCC1)Nc1ccc(N2CCCCCC2)cc1
    0.4% | 6.6% | -1.1% | . | . | -15.3% | 9.7% | -2.1% | -19.3% | -1.0%
> Cc1c(C(O)CN2CCN(Cc3ccc4c(c3)OCO4)CC2)c2ccccc2n1C (stereo unspecified)
    -0.5% | 0.6% | -3.9% | 2.8 | 750 | -7.1% | 7.5% | -7.7% | -16.2% | -1.1%
> CN(C)c1cccc(C(=O)OCCNC(=O)c2cccc(S(=O)(=O)N3CCOCC3)c2)c1
    -5.6% | -6.3% | -7.1% | -9.0 | 591 | 12.2% | -1.4% | . | 7.6% | .
> O=C(NOC(=O)c1ccccc1)c1ccccc1
    -0.6% | 4.4% | -4.7% | 2.4 | 684 | 9.8% | 1.2% | . | -0.5% | .
> Cc1ccnc(Nc2nc(-c3ccc(O)cc3O)cs2)c1
    -2.7% | . | -5.8% | 17.5 | 836 | -3.5% | . | . | -12.8% | .
> O=C(Nc1ccc(Oc2ccccc2)cc1)c1cnc2n(c1=O)CCS2
    -4.1% | -1.5% | -6.1% | . | . | 4.0% | -1.4% | -7.9% | 35.5% | 1.0%
> CC(=O)c1cccc(NC(=O)COC(=O)C2=COCCO2)c1
    -1.7% | -3.6% | -6.5% | 7.1 | 694 | ? | -1.5% | -4.3% | -11.0% | -1.0%
> O=c1[nH]c2ccccc2nc1/C=C/c1ccc(F)cc1
    -2.1% | -2.0% | -6.1% | 11.9 | 731 | 7.3% | 0.8% | -8.7% | -128.6% | -3.9%
> CCCCN(CC)CCNC(=O)C1c2cc(OC)c(OC)cc2C(=O)N2CCc3ccccc3C12 (stereo unspecified)
    2.7% | 7.7% | -6.2% | . | . | -0.2% | 1.4% | -1.7% | 29.9% | 2.7%
> CCOc1ccc(CCNC(=O)C2CCN(C(=O)N(C)C)CC2)cc1OCC
    -2.4% | 6.1% | -5.8% | 14.4 | 599 | ? | 2.7% | -2.5% | 7.8% | -1.6%
> S=c1[nH]nc(-c2cccnc2)n1/N=C/c1ccco1
    -6.8% | -7.0% | -3.9% | 0.2 | 507 | 31.4% | -2.1% | -11.1% | 2.7% | 0.0%
> CCCc1cc(=O)oc2c(C)c(OC3CCCCC3=O)ccc12 (stereo unspecified)
    0.8% | . | -4.4% | 14.8 | 836 | -0.6% | . | . | 13.6% | .
> Cn1c(=O)n(C)c2cc([N+](=O)[O-])c(N3CCN(C(=O)c4cccc(Cl)c4)CC3)cc21
    -0.8% | 20.1% | -4.3% | -3.9 | 656 | 9.1% | 6.2% | 1.5% | 16.9% | 0.8%
> CC(=O)Nc1ccc2c(c1)nc(CCN1CCN(C)CC1)n2C
    -4.1% | -2.1% | -10.6% | . | . | 0.8% | 2.8% | 3.8% | 5.7% | -1.4%
> CCOC(=O)c1ccc(S(=O)(=O)NNC(=O)COc2ccc(C)cc2)cc1
    9.1% | -1.4% | -1.0% | -9.3 | 658 | -8.8% | 6.2% | -10.2% | 12.0% | -2.5%

Retrieved by compound from above:
Below each SMILES: SIAH1 antagonists | P. falciparum M17LAP | LYP phosphatase | Hep lipid drop | Hep lipid drop cells 6.5 µM | AID2073 | M1AAP inhibition | XIAP displacement | NOD2 inhibition | ER stress rescue
> Cc1c(CC(=O)N2CCN(C(=O)C3COc4ccccc4O3)CC2)c(=O)oc2c(O)c(O)ccc12 (stereo unspecified)
    6.1% | . | -7.3% | -1.6 | 727 | -9.8% | . | . | 12.6% | .
> Cc1nc2ccccn2c1C(=O)NCc1cccnc1
    1.1% | 6.3% | -4.3% | . | . | 0.4% | -2.8% | -4.8% | 11.9% | -0.3%

Additional compounds.
Below each SMILES: SIAH1 antagonists | P. falciparum M17LAP | LYP phosphatase | Hep lipid drop | Hep lipid drop cells 6.5 µM | AID2073 | M1AAP inhibition | XIAP displacement | NOD2 inhibition | ER stress rescue
> COc1ccc(CS(=O)(=O)/C(Cl)=C(/Cl)C(=O)Nc2ccc(OC)nc2)cc1
    1.1% | -2.5% | 2.2% | 2.6 | 744 | -8.0% | 7.5% | -3.7% | 79.2%* | -2.1%
> COc1cc(C(=O)Nc2c(C(=O)O)[nH]c3ccc(Br)cc23)cc(OC)c1OC
    4.3% | . | 5.2% | -2.7 | 797 | 1.4% | . | . | -36.7% | .
> NS(=O)(=O)c1cc(C(=O)N=Nc2c(O)[nH]c3ccccc23)ccc1Cl
    -1.4% | -5.3% | -7.3% | -6.0 | 736 | 18.1% | -3.4% | . | 8.8% | .
> Cc1cnc(NC(=O)CSC(=S)N2CCOCC2)s1
    7.8% | -1.6% | -1.6% | -14.5 | 708 | -1.2% | 1.7% | -3.9% | -14.7% | 0.0%
> O=C(Nc1ccccc1C(F)(F)F)N1CCN(c2ccc3nnc(-c4ccc(F)cc4)n3n2)CC1
    3.5% | 1.8% | -2.9% | 14.8 | 742 | 0.3% | 8.4% | -5.2% | 8.8% | 4.4%
> O=S(=O)(NC1CCCCC1Oc1ccccc1)c1ccc(Cl)cc1 (stereo unspecified)
    2.8% | -3.0% | 0.4% | -11.0 | 730 | 34.4% | 0.2% | -4.8% | 4.7% | -2.6%
> O=C(C1=C(O)C(=O)N(Cc2ccccc2)C1c1ccncc1)c1ccco1 (stereo unspecified)
    7.0% | 55.6% | -1.7% | -2.3 | 650 | -5.3% | 14.7% | -6.0% | -0.3% | -2.5%
> Oc1cccc(Nc2nc(N3CCOCC3)nc(N3CCOCC3)n2)c1
    5.5% | . | -6.3% | -4.1 | 753 | -3.0% | . | . | -24.1% | .
> Cc1nnc(SCC(=O)c2ccccc2)n1Cc1ccccc1
    0.0% | 6.9% | 0.2% | 16.1 | 632 | 0.1% | 11.7% | -5.9% | 4.1% | 0.0%
> CCn1c(C)nc2cc(C(=O)n3cc(C(=O)c4cc(F)ccc4O)cn3)ccc21
    -0.3% | . | -0.3% | -0.5 | 733 | 0.8% | . | -1.2% | 18.0% | -1.0%
> CCCc1nnc(SCC(=O)N2CCCCC2)n1CC1CCCO1 (stereo unspecified)
    2.6% | 6.8% | -9.9% | . | . | 15.1% | 0.4% | -4.9% | 19.1% | 0.1%
> Cc1nc2c(o1)CCc1ccccc1C2O (stereo unspecified)
    -0.5% | 4.4% | -2.5% | 8.4 | 753 | 12.1% | 7.0% | -2.1% | 4.3% | -3.0%
> Cn1nc(-c2ccc(OCC(N)=O)cc2)c2ccccc2c1=O
    2.0% | -2.5% | -3.0% | 17.1 | 798 | 6.5% | 4.4% | -4.2% | 11.7% | -1.5%
> O=C(CSCc1ccccc1Br)Nc1ccccc1
    2.2% | . | -0.7% | -2.2 | 790 | -2.5% | . | . | -17.6% | .
> O=S(=O)(Nc1nc2ccccc2nc1OCC(F)(F)F)c1cccs1
    14.8% | 19.1% | -0.7% | 6.9 | 734 | 18.4% | 7.4% | . | 10.5% | .
> Cc1nccc(-c2ccc3c(c2)OCO3)n1
    -4.6% | -6.6% | -7.7% | -0.5 | 726 | 16.5% | 3.1% | -1.6% | 10.2% | .
> COc1cccc(NC(=O)CNC(=O)c2ccc(F)cc2)c1
    1.2% | 5.3% | -10.9% | 0.6 | 705 | 0.8% | 3.0% | 2.2% | 7.8% | -2.2%
> CC(=O)c1ccc(N(CC(=O)NC2CCCCC2)C(=O)CNC(=O)c2cccs2)cc1
    -4.0% | . | -7.6% | -6.9 | 807 | 7.8% | . | . | 3.0% | .
> COc1ccc(Cn2cccc(NC(=O)Nc3cccc(C#N)c3)c2=O)cc1
    2.0% | -16.4% | -0.7% | . | . | -8.1% | -3.1% | -11.0% | 34.3% | -1.3%
> C/C(=N\NC(=O)CSCc1ccc([N+](=O)[O-])cc1)c1cccc(Br)c1
    -5.4% | 3.0% | 0.3% | 21.0 | 536 | 30.0% | 1.1% | -18.5% | 9.7% | -1.7%
